Screening results (PubChem BioAssay)
CHRM5 antagonist: CHRM5 antagonism in calcium assay; P08912; CHO-hM5 cells, Fluo-8 calcium fluorescence, ACh EC80; 0.59% of 360,000 active; AID 624040; inhibition, % at 3 µM;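 active = inhibition above a per-plate cutoff, the mean of that plate's test compounds plus 3 SD, cut at about 27% in these data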;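 also: 0% = acetylcholine EC80 with DMSO and 100% = DMSO without agonist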
Target sequence (P08912 whole entry, looked up): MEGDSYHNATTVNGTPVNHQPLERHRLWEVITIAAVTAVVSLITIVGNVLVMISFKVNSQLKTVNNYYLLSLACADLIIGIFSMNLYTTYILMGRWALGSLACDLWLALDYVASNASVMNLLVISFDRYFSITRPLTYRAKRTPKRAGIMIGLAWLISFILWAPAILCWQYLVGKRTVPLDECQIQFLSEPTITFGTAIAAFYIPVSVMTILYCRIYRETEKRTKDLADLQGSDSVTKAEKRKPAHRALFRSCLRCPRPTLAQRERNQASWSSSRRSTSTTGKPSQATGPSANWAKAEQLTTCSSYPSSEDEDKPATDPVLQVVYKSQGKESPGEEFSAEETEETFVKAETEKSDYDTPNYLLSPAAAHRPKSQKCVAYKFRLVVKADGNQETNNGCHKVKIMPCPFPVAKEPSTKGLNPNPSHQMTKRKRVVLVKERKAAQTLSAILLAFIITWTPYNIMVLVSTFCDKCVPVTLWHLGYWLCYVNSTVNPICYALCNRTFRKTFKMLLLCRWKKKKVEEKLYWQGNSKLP
M5 ag: agonists of human muscarinic M5 receptor (CHRM5); CHO-K1 hM5 cells, Fluo-8 calcium fluorescence; 0% DMSO wells, 100% maximal acetylcholine response; activation, % at 3 µM; 0.19% of 360,000 active;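 active = activation above the run's mean over test compounds plus 3 SD, cut at about 23% in these data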;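 also: signal is peak over basal fluorescence ratio across the kinetic read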
CHRM4 antagonist: CHRM4 antagonism in calcium assay; CHO-hM4 cells, ACh EC80, Fluo-8 calcium fluorescence; P08173; inhibition, % at 3 µM; AID 624125; 0.73% of 360,000 active;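 active = inhibition above its plate's cutoff, the mean inhibition of sample wells plus 3 SD, cut at about 27% in these data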;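 also: 0% = acetylcholine EC80 with DMSO and 100% = DMSO without agonist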
Target sequence (P08173 whole entry, looked up): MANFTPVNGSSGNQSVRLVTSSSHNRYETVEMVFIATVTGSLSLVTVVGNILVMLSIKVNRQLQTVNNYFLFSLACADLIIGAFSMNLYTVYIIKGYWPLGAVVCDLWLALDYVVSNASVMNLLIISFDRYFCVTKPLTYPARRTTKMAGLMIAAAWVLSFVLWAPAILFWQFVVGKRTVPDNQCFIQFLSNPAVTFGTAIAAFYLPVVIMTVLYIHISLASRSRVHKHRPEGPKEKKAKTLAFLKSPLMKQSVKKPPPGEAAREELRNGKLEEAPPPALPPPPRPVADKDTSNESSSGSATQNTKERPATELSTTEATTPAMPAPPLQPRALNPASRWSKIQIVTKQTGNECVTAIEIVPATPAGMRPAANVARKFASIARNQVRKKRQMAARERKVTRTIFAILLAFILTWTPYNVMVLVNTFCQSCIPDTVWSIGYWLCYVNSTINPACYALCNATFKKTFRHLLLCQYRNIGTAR
CHRM1 PAM: human CHRM1 positive allosteric modulation; AID 588819; CHO-K1 hM1, Fluo-8 calcium fluorescence, ACh EC20; 0% = ACh EC20, 100% = maximal ACh; 0.088% of 360,000 active; activation, % at 3 µM; P11229; in the data active = activation above about 19%, passing the limit was not always enough
M4 PAM: positive allosteric modulators of human muscarinic M4 receptor. P08173. CHO-K1 hM4/Gqi5, Fluo-8 calcium fluorescence, ACh EC20; 0% = ACh EC20, 100% = maximal ACh. activation, % at 3 µM. 0.4% of 360,000 active;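 active = activation above its plate's cutoff, the mean activation of sample wells plus 3 SD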; also: some results filed as inactive read as strong as hits
M4 ag: agonists of human muscarinic M4 receptor (CHRM4). AID 624127. P08173. activation, % at 3 µM. CHO-K1 hM4/Gqi5, Fluo-8 calcium fluorescence; vehicle 0%, full acetylcholine response 100%. 0.14% of 360,000 active;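 active = activation above the run mean over all test wells plus 3 SD, cut at about 32% in these data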;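 also: peak over basal fluorescence ratio per well then scaled between controls; 0% = DMSO wells and 100% = acetylcholine at EC100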
CRFBP-R2 agonist: CRF-BP/CRF-R2 complex agonism; activation, % at 13.2 µM; AID 588473; HEK293 CRF-R2/CRF-BP, calcium dye fluorescence (FLIPR); percent of saturating CRF peptide response; 0.46% of 350,000 active;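 active = activation of at least 50%, plus an integration ratio under a set limit after plate pattern correction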;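 also: plate controls were neutral control wells without compound for no effect and CRF at EC100 for full effect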
CHRM5 PAM: positive allosteric modulators of human muscarinic M5 receptor. CHO-K1 hM5, Fluo-8 calcium, ACh EC20 PAM; 0% = ACh EC20, 100% = ACh EC100. P08912. 0.3% of 360,000 active. activation, % at 3 µM;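 active = activation above the run cutoff, the mean activation of all test compounds plus 3 SD, cut at about 18% in these data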
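Assay system: CHO-K1 hM5 cells / Incubation: Fluo-8 loading 80 min at 37 °C plus 30 min room temperature / Technique: Fluo-8 calcium dye fluorescence, kinetic read / Repeats: single replicate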
CRFR2-BP antag: blocks CRF-induced signaling of the CRF-BP/CRF-R2 complex; HEK293 CRF-R2/CRF-BP, CRF-induced calcium fluorescence; 0.59% of 350,000 active; inhibition, % at 11.8 µM;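 active = inhibition of the ligand-induced calcium signal above about 50% at the single tested concentration, limit read from the data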
Starred values were filed as active, the others as inactive; . = not tested or not shown.

SMILES	CHRM5 antagonist	M5 ag	CHRM4 antagonist	CHRM1 PAM	M4 PAM	M4 ag	CRFBP-R2 agonist	CHRM5 PAM	CRFR2-BP antag
C=CC(=O)N1C/C=C\C(c2ccc(OC)cc2)N(Cc2ccc(F)cc2)C(=O)C1 (stereo not drawn)	2	5	-6	5	2	0	0.2	6	4
COc1ccc2oc(C(=O)Nc3nccs3)c(C)c2c1	0	-4	-3	2	7	1	.	6	.
CCN(CC)CCN(C(=O)c1ccc(C(=O)c2ccccc2)cc1)c1nc2ccc(OC)cc2s1	-6	-6	-12	-1	0	1	2.7	4	-9
CCCCCCCNC(=O)C1(CC2CC(c3ccc(Cl)cc3)=NO2)CCN(C(=O)C2(C)CC2)CC1 (stereo not drawn)	15	0	5	-5	-10	0	-0.1	-14	-8
CN(C)Cc1c(O)ccc2c3c(c(=O)oc12)CCCCC3	0	-3	-8	2	6	1	-1.9	4	-11
CN=C1SC(CC(=O)Nc2ccc(F)cc2F)C(=O)N1/N=C(\C)c1cccc(OCC(=O)O)c1 (stereo not drawn)	3	-3	10	10	-16	-1	-1.5	0	-10
CCOc1cccc2sc(N(CCN(CC)CC)C(=O)c3cccc(N4C(=O)CCC4=O)c3)nc12	-7	-6	-11	-1	0	2	-0.1	0	15
O=C(O)c1ccc(-c2ccccc2)[nH]1	8	0	13	2	-3	0	-0.8	3	-18
N#Cc1c2ccc(OCC(=O)NCc3ccco3)cc2n2ccccc12	9	-3	8	-2	-1	2	2.1	-5	-1
Cc1ccccc1C(=O)NCCNC(=O)c1ccco1	5	-2	-8	11	6	2	0.6	0	-3
CSc1ncc(CN2CCc3c([nH]c4ccccc34)C2c2cccc(C)n2)cn1 (stereo not drawn)	7	-8	-4	1	-1	2	0.7	-1	-7
Cc1nc(C(F)(F)F)ccc1C(=O)Nc1ccc(C(F)(F)F)cn1	5	2	-5	-3	-7	11	2.6	-12	-17
O=C1/C(=C\Nc2ccccc2)CCN1c1ncccn1	5	-3	-5	7	6	0	0.8	-2	-26
Cc1ccc(-c2c[n+]3c(n2-c2ccccc2)CCC3)cc1	-8	-3	-1	3	-12	1	-0.4	7	-1
Cc1ccc(NC(=O)C(C)OC(=O)CCN=C2NS(=O)(=O)c3ccccc32)cc1 (stereo not drawn)	2	0	-7	6	1	1	-0.1	0	-9

Some of these compounds in order of their number in M4 ag, ascending:
| SMILES | M4 ag |
| --- | --- |
| CN=C1SC(CC(=O)Nc2ccc(F)cc2F)C(=O)N1/N=C(\C)c1cccc(OCC(=O)O)c1 (stereo not drawn) | -1 |
| O=C(O)c1ccc(-c2ccccc2)[nH]1 | 0 |
| Cc1ccc(-c2c[n+]3c(n2-c2ccccc2)CCC3)cc1 | 1 |
| N#Cc1c2ccc(OCC(=O)NCc3ccco3)cc2n2ccccc12 | 2 |
| Cc1nc(C(F)(F)F)ccc1C(=O)Nc1ccc(C(F)(F)F)cn1 | 11 |

(further entries)
SMILES	CHRM5 antagonist	M5 ag	CHRM4 antagonist	CHRM1 PAM	M4 PAM	M4 ag	CRFBP-R2 agonist	CHRM5 PAM	CRFR2-BP antag
COc1cccc(-c2cc(C(=O)NCc3ccco3)c3ccccc3n2)c1	2	3	-7	-11	-6	9	1.0	-11	5
CCc1nc2ccc(C(=O)NCc3ccc4c(c3)OCO4)cn2c1N(CC)Cc1cccc(Br)c1	-5	-2	10	1	-11	0	.	-4	.
O=C(N/N=C/c1ccc(Cl)cc1Cl)c1cccc(F)c1	-1	-4	-10	1	2	5	-6.4	-2	-28
CCCc1cc(C(N)=O)c(NC(=O)c2cc(C)on2)s1	2	2	-1	0	-1	0	3.7	1	-32
CCN(CC)C(=O)N1CCC(NC(=O)c2ccccc2)CC1	-1	-2	-4	7	8	3	0.3	-2	1
O=c1cc(-c2ccccc2[N+](=O)[O-])oc2ccccc12	-4	-1	5	1	-4	3	-0.3	13	-3
Cc1ccc(/C=N/N(C)S(=O)(=O)c2ccc(C)cc2)cc1	1	-7	11	3	-6	0	0.9	-1	14
O=C(NNC(=O)c1ccccc1Br)c1ccncc1	-1	2	3	1	-5	0	14	-4	1
O=C1CCCC(=O)N1CCCCCCN1C(=O)CCCC1=O	-7	-2	-13	4	3	0	-0.4	0	2
Cc1nnc(SCC(=O)c2ccc(C(C)C)cc2)s1	-1	-4	-11	9	2	2	-2.7	11	9
CCOC(=O)c1cc(C#N)c(SC(C)C(=O)NC2CCCCC2)nc1C (stereo not drawn)	14	0	0	0	2	1	-1.4	2	-3
O=C(NCCc1ccc(Cl)cc1)c1ccc2nc[nH]c2c1	11	-2	-1	5	1	3	-7.4	0	12
CCOc1ccc(NC(=O)c2ccccc2NS(=O)(=O)c2ccc(F)cc2)c([N+](=O)[O-])c1	17	0	-1	-7	-6	10	13	-15	30
N#C/C(=C\Nc1ccc2c(c1)OCCO2)c1nc2ccccc2[nH]1	-2	-9	2	7	-1	5	-1.0	-4	-22
CC1CCN(C(=O)c2ccc(COc3ccccc3Cl)o2)CC1	-1	-6	-11	1	2	-1	5.1	-6	30
CC(C)(C)OC(=O)N/N=C\c1ccc(OC(=O)c2ccco2)cc1	8	0	7	-7	-7	4	-1.4	-8	-15
CCCCCCC(=O)NC(Nc1ccc(S(N)(=O)=O)cc1)C(Cl)(Cl)Cl (stereo not drawn)	3	-4	-7	4	1	0	1.3	-4	-24
CCCn1c(NC(=O)C2CCN(C(=O)c3ccccc3C)CC2)nc2ccccc21	2	1	-7	-1	4	4	-0.8	3	-7
CC1=NN(c2cccc([N+](=O)[O-])c2)C(=O)C1	7	2	-3	5	7	11	-1.4	-2	3
CC(=O)N1CCN(C(=O)CNC(=O)c2ccc(Br)o2)CC1	-5	0	-2	1	0	1	-0.7	2	-1
CCCOc1ccc(S(=O)(=O)N2CCN(C)CC2)c2ccccc12	11	-5	-13	1	1	5	-0.2	-4	-14
Cc1ccccc1N(CC(=O)NC1CCCC1)C(=O)C1(C)CC(=O)N=C2C=CC=CN21 (stereo not drawn)	-10	-4	-5	4	0	0	2.0	-4	-5
CCCC1(c2ccsc2)NC(=O)NC1=O (stereo not drawn)	-1	3	-2	5	1	0	-0.1	14	-2
COc1ccc(-c2csc(COC(=O)C(C)(C)C)n2)cc1	9	0	0	6	5	3	0.7	-1	19
COCC(C)NCc1ccc(C)cc1C (stereo not drawn)	9	1	13	-4	1	1	-0.8	-2	1
COc1cccc(OC)c1C(=O)Nc1ccc(N2CCN(S(C)(=O)=O)CC2)cc1	-5	-2	-4	8	8	0	-1.5	6	1
Cc1cc(-c2ccc(S(=O)(=O)N3CCN(c4cccc(C)c4C)CC3)s2)on1	4	-1	-7	11	-7	-1	0.2	-4	-2
Cc1cc(C(=O)Cn2nc(C(=O)O)c3ccccc3c2=O)c(C)n1-c1ccccc1	3	-4	-6	3	-1	5	-1.1	-6	1
CCOc1ccc(C(=O)COC(=O)c2nn(CC)c(=O)c3ccccc23)cc1	5	1	4	7	4	5	0.9	-7	1
CC1(C)[C@H]2CC[C@]1(C)[C@@H](OC(=O)C[N+]1(C)CCOCC1)C2	17	-18	-9	-2	-20	0	-1.1	-8	-2
CC1(NC(=O)NCCCCCCNC(=O)NC2(C)CCS(=O)(=O)C2)CCS(=O)(=O)C1 (stereo not drawn)	15	-3	-1	9	0	1	-0.3	-7	-2
Cc1ccc(C)c(S(=O)(=O)N2CCN(C(=O)CCNS(=O)(=O)c3ccccc3)CC2)c1	-9	2	-9	-4	-9	13	-2.7	-4	8
CN(C(=O)CSc1nc2ccccc2n1C)C1CCS(=O)(=O)C1 (stereo not drawn)	2	0	-2	-3	4	1	0.1	-5	-5
Cc1ccc(Cc2c(-c3ccc(C)cc3)nc3ccc(Cl)cn23)cc1	-15	-1	-5	24	7	-1	1.6	6	-12
O=C1/C(=C/c2ccco2)Cc2ccccc21	4	-2	7	15	5	0	-0.5	-3	18
Cc1[nH]c(=O)[nH]c(=O)c1S(=O)(=O)N1CCCC(C(=O)NCc2ccco2)C1 (stereo not drawn)	-7	-3	-14	-2	10	1	2.2	2	5
COc1ccc([N+](=O)[O-])cc1N(CC(O)CN1C(=O)NC(C)(C)C1=O)S(=O)(=O)c1ccccc1 (stereo not drawn)	17	0	2	0	-3	0	0.2	0	-4
Cc1nc2ccccc2c(=O)[nH]1	3	-5	-3	8	6	2	0.1	-2	5
Cc1sc2nc(CSCC(=O)N(C)c3ccccc3)[nH]c(=O)c2c1C	-7	1	2	-5	-5	6	2.2	-4	5
O=C(NCCc1ccc(Cl)cc1)c1ccc(NC2=NC3CS(=O)(=O)CC3S2)cc1 (stereo not drawn)	3	1	-6	6	-7	0	-8.9	-1	26
Cc1nn2c(NCc3ccccn3)c3c(nc2c1-c1ccccc1)CCC3	14	-4	-6	0	0	1	-2.0	-9	20
Cc1ccccc1C(=O)NNC(=O)c1cccn1C	-1	2	-3	0	6	0	-0.7	8	1
C=CCNC(=S)Nc1sc2c(c1C#N)CCCC2	9	1	2	6	-1	0	-0.3	5	0
COc1ccc(OCCSc2nnc(CCNC(=O)c3ccc(Cl)c(Cl)c3)n2C)cc1	-8	-3	-5	-4	12	2	-4.8	6	-4
CNS(=O)(=O)c1ccc(C(C)(C)C)cc1	4	-4	4	9	2	0	-3.5	-2	26
CCCCSC(=S)NC1CCS(=O)(=O)C1 (stereo not drawn)	0	-3	-3	-2	6	0	0.3	-8	-5
CCCCn1c(N)c(NCc2ccccc2OC)c(=O)[nH]c1=O	0	1	-11	12	13	1	-3.6	-4	-3
N#CC1=C(N)Oc2cc(N)ccc2C1c1cccc(F)c1 (stereo not drawn)	7	1	-10	8	6	1	-1.3	1	-2
O=C(CCN1CCN(CCO)CC1)Nc1ccc(F)c(F)c1	7	-3	8	9	-2	1	-0.3	-7	8
CC(C)(C)NC(=O)Cn1cnc2cc([N+](=O)[O-])ccc2c1=O	3	0	4	2	-1	1	0.3	5	1
COc1ccc(-c2nc(C)ncc2N=Nc2ccccc2)cc1	6	-1	-2	4	14	0	-2.5	-2	17
CCOc1ccc(NC(=O)Nc2ccc3nsnc3c2)cc1	33*	6	2	-12	-12	17	5.1	-23	-11
C=C1CCc2c([nH]c3ccc(OCC(C)C)cc23)C1=O	5	-4	4	4	4	0	0.9	6	31
Cc1ccccc1NC(=O)CSc1nnc2ccc(-c3cccnc3)nn12	-2	-4	-9	10	5	1	1.3	6	-3
O=C(NCc1ccc2c(c1)OCO2)c1cccc2c1C(=O)N(C1CCCCC1)C2	-2	2	-4	11	5	1	-4.6	1	-35
COCCOc1cc(COC)nc(-c2cccc(C)c2)n1	3	-2	4	7	-6	0	1.9	-4	-6
O=C(O)c1nc(-c2ccccc2)n(-c2ccc(Cl)cc2)n1	-4	-1	0	6	14	0	2.0	-1	-9
O=C(c1cc(-c2ccc(Cl)cc2)n(-c2ccc(Cl)cc2)n1)N1CCOCC1	3	-4	-5	1	-1	-1	-0.6	-5	5
Cc1cc(C)c2c(n1)SCC(=O)N2CC(=O)Nc1cccc(Cl)c1	-4	1	4	12	4	2	-1.4	6	-33

Profiles, looked up by structure. Screens in order: CHRM5 antagonist | M5 ag | CHRM4 antagonist | CHRM1 PAM | M4 PAM | M4 ag | CRFBP-R2 agonist | CHRM5 PAM | CRFR2-BP antag
Record of COc1ccc(OCCSc2nnc(CCNC(=O)c3ccc(Cl)c(Cl)c3)n2C)cc1 = -8 | -3 | -5 | -4 | 12 | 2 | -4.8 | 6 | -4
Record of CCCC1(c2ccsc2)NC(=O)NC1=O (stereo not drawn) = -1 | 3 | -2 | 5 | 1 | 0 | -0.1 | 14 | -2
